Compound activity: PubChem BioAssay, Sanford-Burnham Center for Chemical Genomics
Jurkat NFkB inh = lowers PMA/ionomycin-induced NF-kB signal in Jurkat cells; PMA/ionomycin-induced NF-kB luciferase reporter, luminescence; inhibition, % at 4 µM; 0.53% of 330,000 active; AID 435003; in the data active = inhibition above about 50%
CXCR6 block = inhibitors of human CXCR6 receptor. O00574. 0.36% of 360,000 active. CHO-K1 PathHunter CXCR6 beta-arrestin, luminescence. inhibition, % at 20 µM; in the data active = inhibition above about 34%, passing the limit was not always enough;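 also: antagonist mode with CXCL16 agonist at 10 nM final; 0% = 10 nM CXCL16 with DMSO and 100% = unstimulated wells without agonist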
Target sequence (O00574 whole entry, looked up): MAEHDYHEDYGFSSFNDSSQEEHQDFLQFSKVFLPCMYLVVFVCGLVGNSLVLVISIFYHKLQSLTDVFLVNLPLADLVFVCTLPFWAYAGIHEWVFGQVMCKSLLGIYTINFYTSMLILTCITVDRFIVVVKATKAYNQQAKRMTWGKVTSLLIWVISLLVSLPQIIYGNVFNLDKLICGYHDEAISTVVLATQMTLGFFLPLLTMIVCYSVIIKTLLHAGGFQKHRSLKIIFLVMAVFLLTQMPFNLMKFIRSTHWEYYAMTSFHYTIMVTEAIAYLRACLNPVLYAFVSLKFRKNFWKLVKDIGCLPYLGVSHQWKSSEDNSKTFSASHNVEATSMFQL
EBI2 antag = blocks human EBI2 receptor beta-arrestin signaling; inhibition, % at 5 µM; 0.81% of 360,000 active; EBI2 beta-arrestin recruitment, luminescence, 7a,25-OHC stimulated; P32249; in the data active = inhibition above about 38%;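 also: enzyme fragment complementation signal reports receptor beta-arrestin coupling in cells; 0% = agonist plus DMSO wells and 100% = wells without agonist; some results beyond the cut were filed as inactive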
Target sequence (P32249 whole entry, looked up, the tested form may be a part): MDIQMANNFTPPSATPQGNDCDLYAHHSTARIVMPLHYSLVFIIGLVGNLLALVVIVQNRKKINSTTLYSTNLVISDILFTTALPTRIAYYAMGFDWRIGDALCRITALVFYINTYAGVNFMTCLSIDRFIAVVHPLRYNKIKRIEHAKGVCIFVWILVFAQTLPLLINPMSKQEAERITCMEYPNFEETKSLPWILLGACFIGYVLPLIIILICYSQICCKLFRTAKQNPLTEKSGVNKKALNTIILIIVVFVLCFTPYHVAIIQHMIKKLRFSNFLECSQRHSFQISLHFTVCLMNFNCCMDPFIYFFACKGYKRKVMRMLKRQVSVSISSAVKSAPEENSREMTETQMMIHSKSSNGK
Gli-Sufu antag = blocks Gli-Sufu signaling in a luciferase reporter; Sufu-KO-LIGHT fibroblasts, Gli luciferase reporter luminescence; inhibition, % at 5 µM; 0.74% of 340,000 active; AID 588413;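 active = inhibition above about 55%, limit read from the data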;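 also: 0% = DMSO-treated cells and 100% = wells with medium but no cells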
697 NFkB inh = inhibitors of the PMA/ionomycin-induced NF-kB reporter in 697 B cells; 697 B-cell NF-kB luciferase reporter, 16 h; AID 435022; inhibition, % at 4 µM; 0.33% of 330,000 active; in the data active = inhibition above about 35%
CCR6 antagonist = antagonists of human CCR6 receptor | P51684 | CHO-K1 CCR6 PathHunter beta-arrestin, luminescence, CCL20-stimulated | inhibition, % at 20 µM | 0.49% of 340,000 active | AID 493098;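 active = compounds whose inhibition of the agonist-driven luminescence signal at 20 µM reaches about 50%, limit read from the data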;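 also: cells stimulated with CCL20 at 14 nM final; plate controls were DMSO with CCL20 for no effect and DMSO without agonist for full effect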
Target sequence (P51684 whole entry, looked up): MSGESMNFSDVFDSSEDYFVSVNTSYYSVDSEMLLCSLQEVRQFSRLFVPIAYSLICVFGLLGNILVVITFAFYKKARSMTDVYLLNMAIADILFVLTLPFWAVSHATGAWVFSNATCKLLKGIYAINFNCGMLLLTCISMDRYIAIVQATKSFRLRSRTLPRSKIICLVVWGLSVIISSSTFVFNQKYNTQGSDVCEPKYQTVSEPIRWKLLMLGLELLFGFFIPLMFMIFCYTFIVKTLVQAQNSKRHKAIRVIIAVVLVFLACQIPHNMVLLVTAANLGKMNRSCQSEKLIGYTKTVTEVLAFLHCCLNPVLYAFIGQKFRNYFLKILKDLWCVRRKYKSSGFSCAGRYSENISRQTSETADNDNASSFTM
APJ antag = blocks the human apelin receptor APJ. P35414. CHO-K1 APJ beta-arrestin complementation, luminescence. inhibition, % at 20 µM. 0.32% of 330,000 active;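 active = inhibition above about 40% at 20 µM, limit read from the data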;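 also: cells challenged with 10 nM apelin-13 agonist together with compound; plate controls were apelin-13 plus DMSO wells for no effect and DMSO wells lacking apelin-13 for full effect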
UBC13 inh = blocks human UBC13 polyubiquitin chain formation; TR-FRET; P61088; 0.47% of 330,000 active; inhibition, % at 20 µM; in the data active = inhibition above about 45%, passing the limit was not always enough
* hit, by the source's call; i = inactive; . = not tested or not shown; & = joins results of further samples.

SMILES | Jurkat NFkB inh | CXCR6 block | EBI2 antag | Gli-Sufu antag | 697 NFkB inh | CCR6 antagonist | APJ antag | UBC13 inh
Cc1ccccc1N1C(=O)C2C3C=CC(C2C1=O)N(C)C3=O (stereo unspecified) | -4 | -3 | 9 | 5 | 4 | 8 | 3 | -2
Cc1c(C(=O)NCc2ccco2)oc2c(Cl)cccc12 | 17 | -6 | -3 | -6 | 8 | 8 | 1 | 1
CC(C)(C)n1nc2c(c1NC(=O)Cc1ccc(F)cc1)CSC2 | 5 | -4 | 6 | 0 | -7 | 5 | 9 | -12
Cc1ccc(NC(=O)C2CC2c2ccccc2)c([N+](=O)[O-])c1 (stereo unspecified) | -30 | -8 | 13 | -11 | -24 | 3 | 6 | -1
Cc1ccc(NC(=O)NCc2ccc3c(c2)OCO3)cc1 | -12 | 3 | -1 | -15 | -8 | 12 | 4 | 0
C/C(N)=C(/C#N)C(=O)CSc1nnc(Nc2c(C)cccc2C)s1 | -3 | -6&-1 | 0&6 | 3&1 | -10 | -3&-3 | -12 | -2
CCCOc1ccc(C2=CC(=O)C[C@H](c3ccc(OC)cc3)C2)cc1 | -21 | 8 | 67* | -24 | -15 | 10 | 7 | 5
CC(=O)N(Cc1ccccc1)Cc1nc2sc(C)c(C)c2c(=O)[nH]1 | 2 | -2 | -6 | 13 | -5 | 13 | -27 | 5
CCC(C)Sc1nnc(NC(=O)C2CCN(C(=O)c3ccco3)CC2)s1 (stereo unspecified) | 3 | 2 | -6 | 39 | 0 | 4 | -2 | 2
CCOC(=O)C1CCCN(Cc2cn[nH]c2-c2ccc(F)cc2F)C1 (stereo unspecified) | -7 | 1 | 3 | 4 | 21 | -1 | -18 | 13
CCN(CC)C(=O)c1cn(-c2ccccc2)nc1-c1ccc2c(c1)OCCO2 | -4 | 2 | 2 | 7 | 13 | 5 | 21 | 2
CCOC(=O)C1=C(C)NC(C)=C(C(=O)OCC)C1c1ccccn1 | -2 | -2&-2 | -10&1 | -1 | -52 | 16 | 8 | -11
CC(Sc1ccc(Cl)cc1)C(=O)NNC(=O)c1ccncc1 (stereo unspecified) | -8 | -7 | -3 | 0 | 12 | 10 | 14 | 1
O=C(Nc1ccc2snnc2c1)N1CCSCC1 | 5 | 1 | 9 | 3 | -2 | 11 | -11 | 0
CCn1c(CNc2ccc(OC)cc2)nnc1SCC(=O)Nc1ccc(F)cc1 | -5 | 0 | -9 | -5 | -13 | -7 | 9 | -4
COc1cc(OC)cc(N2C(=O)CC(N3CCC(C(=O)N4CCCCC4)CC3)C2=O)c1 (stereo unspecified) | -1 | -9 | -2 | -3 | 5 | 11 | 9 | -2
CC1CC(Nc2ccccc2)c2ccccc2N1C(=O)c1ccccc1F (stereo unspecified) | 45 | 13 | 3 | 2 | 8 | 22 | 14 | 0
C#CCOCCOCCOCCNc1nc(N2CCN(C(=O)[C@H](CCC(=O)O)n3cc(C(N)Cc4ccc(O)cc4)nn3)CC2)nc(N2CCN(C(=O)[C@H](CCC(=O)O)n3cc(C(N)CC(C)C)nn3)CC2)n1 (stereo partly specified) | -2 | . | . | 18 | 1 | -4 | -7 | -22
Cc1ccccc1NC(=S)N(C)Cc1cccs1 | 7 | -6 | -1 | 6 | 10 | -6 | 16 | -1
CC1CCCCN1c1nnc(N)s1 (stereo unspecified) | 7 | -5 | -1 | -3 | 22 | -1 | 1 | 10
Cc1cc(C)cc(NS(=O)(=O)c2ccc(NC(=O)C3CCCCC3C(=O)O)cc2)c1 (stereo unspecified) | 0 | 3 | -1 | 1 | 13 | 8 | 7 | -8
Oc1c(C(c2cccs2)N2CCN(c3cccc(Cl)c3)CC2)sc2ncnn12 (stereo unspecified) | 3 | 3 | -2 | 12 | 12 | 2 | 5 | 53*
Cc1ccc(S(=O)(=O)N2CCN(C(=O)CSc3nccn3C)CC2)cc1 | -3 | -1 | 0 | -5 | 8 | -4 | -31 | 4
Cc1cc(C)cc(C(=O)Nc2nnc(SCC(=O)N3CCCc4ccccc43)s2)c1 | -6 | 15 | 2 | 4 | 2 | 11 | -1 | -8
Cc1ccccc1OCC1Cc2c(nc(N)c(C#N)c2N)O1 (stereo unspecified) | -37 | -8 | 6 | 4 | -35 | 4 | -4 | 7

Rewritten field by field: three of the compounds above
> O=C(Nc1ccc2snnc2c1)N1CCSCC1
  Jurkat NFkB inh = 5 | CXCR6 block = 1 | EBI2 antag = 9 | Gli-Sufu antag = 3 | 697 NFkB inh = -2 | CCR6 antagonist = 11 | APJ antag = -11 | UBC13 inh = 0
> Cc1ccc(NC(=O)C2CC2c2ccccc2)c([N+](=O)[O-])c1 (stereo unspecified)
  Jurkat NFkB inh = -30 | CXCR6 block = -8 | EBI2 antag = 13 | Gli-Sufu antag = -11 | 697 NFkB inh = -24 | CCR6 antagonist = 3 | APJ antag = 6 | UBC13 inh = -1
> C#CCOCCOCCOCCNc1nc(N2CCN(C(=O)[C@H](CCC(=O)O)n3cc(C(N)Cc4ccc(O)cc4)nn3)CC2)nc(N2CCN(C(=O)[C@H](CCC(=O)O)n3cc(C(N)CC(C)C)nn3)CC2)n1 (stereo partly specified)
  Jurkat NFkB inh = -2 | CXCR6 block = . | EBI2 antag = . | Gli-Sufu antag = 18 | 697 NFkB inh = 1 | CCR6 antagonist = -4 | APJ antag = -7 | UBC13 inh = -22

Next records.
SMILES | Jurkat NFkB inh | CXCR6 block | EBI2 antag | Gli-Sufu antag | 697 NFkB inh | CCR6 antagonist | APJ antag | UBC13 inh
Cc1cc(NC(=O)C2CCCCC2)ccc1NC(=O)c1ccccc1Cl | 1 | 4 | -4 | 3 | 3 | -3 | -10 | 12
CCOC(=O)/C(C#N)=N/Nc1ccc(S(=O)(=O)N2CCc3ccccc32)cc1 | -3 | 8 | 5 | 27 | -7 | 19 | 13 | -2
Cn1cccc1/C=C1\SC(=S)N(NC(=O)c2ccccc2)C1=O | . | 19 | -4 | -1 | . | 28 | . | .
O=C(CSc1ccccc1)NCc1ccccc1 | -8 | -12 | -8 | 13 | -25 | 2 | 5 | 3
Cc1ccc(C(=O)CCC(=O)NC2CCCC(C)C2C)cc1 (stereo unspecified) | 8 | -6 | 19 | 3 | 21 | 4 | 7 | 13
O=C(NNC(=O)C1CCC1)c1cccc(Cl)c1 | -7 | -1 | 2 | 2 | 14 | 9 | -7 | 7
CCOC(=O)C1=C(N)Oc2ccc3ccccc3c2C1c1ccc(O)c(OC)c1 (stereo unspecified) | 7 | 0 | 2 | 4 | 10 | -2 | 12 | 5
CCCN1C(=O)CN(C2CCCCCC2)C(=O)C1c1ccc(C)cc1 (stereo unspecified) | -11 | 6 | 5 | 6 | -14 | 2 | 25 | 1
O=C(CN1C(=O)NC2(CCCCCC2)C1=O)Nc1ccc(Cl)c([N+](=O)[O-])c1 | -6 | -2 | -6 | -11 | -1 | 10 | 10 | -8
COc1ccc(C(C(=O)NC2CCCC2)N(C(=O)c2csnn2)C2CCCC2)cc1 (stereo unspecified) | 8 | 4 | 7 | 1 | -1 | 15 | 8 | -1
CCc1c(C)c(C#N)c2nc3ccccc3n2c1-n1nc(C)cc1C | 4 | -1 | -2 | 0 | 1 | 7 | 13 | 12
Cc1cc(C)c(C#N)c(N2CCN(C(=O)C3COc4ccccc4O3)CC2)n1 (stereo unspecified) | 5 | 0 | 1 | 8 | 4 | 13 | 19 | 3
CC(C)n1c(O)c(N=NC(=O)CNC(=O)c2cccnc2)c2ccccc21 | 14 | 4 | -7 | -3 | -8 | 9 | -11 | -9
COc1ccc(CCNC2CC(=O)N(N(C)C)C2=O)cc1OC (stereo unspecified) | 6 | -9 | -1 | 0 | 5 | 11 | 4 | 1
CCC(C)/C=C/C1=CC2=C(Cl)C(=O)C3(C)OC(=O)C(C(=O)C(C)C(C)O)C3C2=CO1 (stereo unspecified) | -11 | 12 | 5 | -6 | 11 | 18 | -7 | -15
CCCCN1C(Nc2ccccc2)=NC[C@@H]1Cc1ccccc1 | -5 | 0 | 4 | 34 | 4 | 10 | 17 | 4
Cc1ccc(SCC(=O)NCCN2C(=O)CSC2=O)cc1C | -20 | -3 | -9 | -6 | 18 | 7 | 11 | -2
O=C(Cn1cnc2c(NCc3ccccc3)ncnc21)NCc1ccccn1 | . | 4 | -4 | -1 | 16 | 26 | . | .
C#CCSc1nccc(-c2nn(-c3ccc(C)cc3)ccc2=O)n1 | 16 | 2 | 3 | 33 | 13 | 4 | 6 | 12
CCN(Cc1cc2ccccc2[nH]c1=O)C(=O)c1cccc([N+](=O)[O-])c1 | -9 | . | . | 2 | 13 | -1 | -3 | 2
Cc1csc2ncnc(N3CCN(S(=O)(=O)c4cccc(C(F)(F)F)c4)CC3)c12 | 5 | 7 | -8 | 68* | -46 | 18 | 0 | 0
Cc1cnc(C(=O)OCc2csc(CC(=O)Nc3ccccc3C)n2)cn1 | 1 | 0 | -2 | -11 | 4 | 25 | 3 | -4
Cc1ccc(NS(=O)(=O)c2cc(C(=O)O)ccc2Cl)cc1 | 11 | 3 | -3 | 2 | 13 | -10 | 16 | 2
CCOC(=O)/C(=C/C=C1\Sc2cc(OCC)c(OCC)cc2N1CC)C(C)=O | 6 | -1 | -1 | 38 | 5 | 24 | 17 | i
Cc1cc(NC(=O)CSc2ccc3nnc(-c4ccccc4)n3n2)no1 | 8 | -1 | -8 | 1 | 4 | 0 | 16 | 26
(further entries)
SMILES | Jurkat NFkB inh | CXCR6 block | EBI2 antag | Gli-Sufu antag | 697 NFkB inh | CCR6 antagonist | APJ antag | UBC13 inh
O=C(CSc1nnc(CN2CCCC2)n1-c1ccc(F)cc1)c1ccc2c(c1)OCO2 | 11 | 0 | 0 | 3 | -7 | 7 | -27 | 2
CN=C1S/C(=C\c2ccc(O)c(Br)c2)C(=O)N1C | -33 | 14 | 7 | -4 | -65 | 14 | 15 | 3
CN(CC(=O)Nc1ccc(F)c(F)c1F)C(=O)C1=NN(c2ccccc2)C(=O)CC1 | -7 | 4 | -6 | -6 | -7 | 2 | -3 | 1
O=C(c1ccccc1)C1CCc2occc2C1=O (stereo unspecified) | 4 | 1 | -7 | -5 | 14 | -6 | 8 | -4
C/C(=N\Nc1cccc2cccnc12)c1ccccn1 | -227 | -3 | 11 | -115 | -271 | 3 | 17 | -18
Nc1c(N(Cc2ccco2)C(=O)c2ccc(Br)cc2)c(=O)[nH]c(=O)n1Cc1ccccc1 | -1 | 2 | -6 | 6 | 3 | 8 | -2 | -1
Cc1nc2ccc(NS(=O)(=O)c3cccc([N+](=O)[O-])c3)cc2s1 | -2 | -1 | -2 | 3 | -15 | 11 | 3 | -10
O=C(NNC(=O)c1ccccc1Cl)c1ccc(-n2cncn2)c([N+](=O)[O-])c1 | 15 | 2 | -3 | -4 | 17 | 12 | 15 | 5
Cc1cc(C(=O)OCC(=O)Nc2c(F)cccc2F)c(C)n1-c1ccccc1 | -23 | -5 | -1 | -9 | 7 | 8 | -1 | 1
COC(=O)C1=C(C)Nc2ccc(C)cc2S1 | -6 | 3 | 0 | -39 | -75 | 7 | -23 | 0
COc1ccc(CC(=O)Nc2cc(NC(=O)Cc3ccc(OC)c(OC)c3)cc(C(=O)O)c2)cc1OC | 22 | 0 | -5 | -15 | -9 | 8 | 1 | 5
CCOC(=O)C1=C(C2=CCCCC2)c2ccc(OC)cc2N(S(=O)(=O)C(F)(F)F)C1C(=O)OCC (stereo unspecified) | . | -2 | 2 | 5 | -5 | 21 | . | .
CC(C)c1ccc(N(CC(=O)NC2CCCC2)C(=O)CCC(=O)Nc2ccccn2)cc1 | 1 | 4 | -1 | 8 | 8 | 7 | -25 | -1
CSc1ccc(/C=N\NC(=O)COc2ccc(Cl)cc2Br)cc1 | -4 | 5 | 10 | -16 | -3 | 10 | 22 | 2
Cc1cccc(Oc2ncc(-c3ccc(Cl)cc3)cn2)c1 | -17 | 0 | 44* | -18 | -19 | 1 | 6 | 1
O=C1CCC(C2CCc3cc(O)ccc3C2)C1 (stereo unspecified) | . | -2 | 6 | -7 | . | 10 | . | .
CC(C)CC1CC(C)(c2csc(NNC(=O)c3ccccc3)n2)OC1=O (stereo unspecified) | -3 | -9 | 7 | 4 | 5 | 3 | -2 | 8
COc1ccc2oc(-c3ccccc3)c(C(=O)O)c2c1 | -25 | -4 | -2 | 1 | -3 | -2 | -16 | 10
CCn1ncc(Br)c1C(=O)Nc1ccc(-c2ccno2)cc1 | -1 | 3 | -9 | -1 | -8 | 10 | 9 | 6
CCN(CCN1CCCC1)C(=O)C1CCC(=O)N(CCCN2CCOCC2)C1 (stereo unspecified) | 6 | -3 | -5 | -12 | 9 | 10 | 5 | -10

Rows were taken by chance, and some 3% of all compounds hit somewhere here.
